High-throughput results from PubChem BioAssay.
inhibitors of VEEV = inhibitors of VEEV TC-83 cytopathic effect, confirmation, Vero cells (AID 588727); Vero cells, VEEV TC-83 cytopathic effect inhibition; higher % means a stronger effect; inhibition, % at 20 µM; hits with a dose series show IC50 in µM; hit rate 0.13% among 350,000; in the data active = a potency from the dose series; inconclusive = inhibition mostly from about 14% at the one dose, without a potency; inactive = the rest, 99 in 100 with inhibition below about 12%; also: strong numbers were not always called active
Salmonella PhoP GFP = Inhibition of PhoP regulon, Salmonella typhi GFP reporter cells, confirmation, 4 h (AID 1850); Salmonella Typhi PhoP-promoter GFP reporter, fluorescence, 4 h; higher % means a stronger effect; inhibition, % at 50 µM; hits with a dose series show IC50 in µM; hit rate 0.33% among 310,000; in the data active = a potency from the dose series; inconclusive = inhibition mostly from about 25% at the one dose, without a potency; inactive = the rest, 99 in 100 with inhibition below about 19%;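 also: 0% = induced wells with vehicle and 100% = uninduced wells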
influenza NS1A = H1N1 influenza NS1A inhibitors, functional cell based assay (AID 504329); NS1A functional cell-based assay, percent inhibition; higher % means a stronger effect; inhibition, % at 12.5 µM, or IC50 in µM where a hit was titrated; hit rate 0.3% among 340,000; in the data active = a potency from the dose series; inconclusive = inhibition above about 27% without an active follow-up result; also: strong numbers were not always called active
tuberculosis growth = growth inhibition of non-replicating M. tuberculosis (AID 488890) | Mycobacterium tuberculosis non-replicating, growth inhibition; higher % means a stronger effect | inhibition, % at 25 µM; hits with a dose series show IC50 in µM | hit rate 0.39% among 320,000; in the data active = a potency from the dose series; inconclusive = inhibition mostly from about 82% at the one dose, without a potency; inactive = the rest, 99 in 100 with inhibition below about 76%;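 also: plate controls were DMSO cells for no effect and high antibiotic wells for full effect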
H37Rv inhibition = M. tuberculosis growth inhibition, HTS (AID 449762); M. tuberculosis H37Rv growth inhibition, 7H9 media; higher % means a stronger effect; inhibition, % at 25 µM, or IC50 in µM where a hit was titrated; hit rate 0.59% among 330,000; in the data active = a potency from the dose series; inconclusive = inhibition above about 70% without an active follow-up result;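 also: bacterial growth assessed after seven days of incubation; strong numbers were not always called active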
inhibitors of VEEV 10K pilot screen = also measured in inhibitors of VEEV; calls as there; inhibition, %; measured here: 10K pilot screen inhibition
* = called active by the depositor; i = inactive; ? = inconclusive; . = not tested or not shown.

SMILES	inhibitors of VEEV	Salmonella PhoP GFP	influenza NS1A	tuberculosis growth	H37Rv inhibition	others
CC1CCCC(C(=O)O)N1C(=O)CCS (centres undefined)	2.7%	-4.7%	-10.6%	-16.1%	-8.7%
COc1ccccc1-n1c(-c2ccc(C)cc2)nc2ccccc2c1=O	1.2%	.	-11.6%	.	.
CC(=O)c1ccc(-n2nnnc2SCC(=O)Nc2sc(C)c(C)c2C#N)cc1	0.9%	-4.2%	4.6%	28.0%	1.7%
Cc1cc(Cl)ccc1OCC(=O)N/N=C/c1ccncc1	i	30.4%	7.9%	27.3%	-2.4%
COc1ccc(Cc2nnc(SCC(=O)NC3CCCCC3)n2C)cc1	0.1%	-5.0%	-2.0%	5.7%	-0.1%
CCc1nnc(NC(=O)C2CCN(C(=O)c3ccco3)CC2)s1	0.4%	0.2%	8.2%	-14.8%	-2.6%
CCc1cccc(N(C)C(N)=Nc2cccc3ccccc23)c1	0.4%	-8.4%	1.1%	1.2%	-0.5%
COc1ccc(CCN2CC(C(=O)NCCc3ccccn3)CCC2=O)cc1 (centres undefined)	i	2.5%	24.0%	-5.4%	-3.0%
COc1ccc(OC)c(C(=O)N/N=C/c2ccccn2)c1	0.4%	-4.7%	0.7%	55.5%	?
CCOC(=O)[C@@H]1[C@H]2COc3cc(OC)ccc3[C@@H]2N2C(=O)N(c3ccc(C(F)(F)F)cc3)C(=O)[C@@]12C	i	-3.1%	4.6%	18.3%	-1.6%	inhibitors of VEEV 10K pilot screen=0.5
C[C@H](CCC(=O)NCC(=O)O)[C@H]1CC[C@H]2C3[C@H](O)C[C@@H]4C[C@H](O)CC[C@]4(C)[C@H]3C[C@H](O)[C@]12C (some centres undefined)	0.1%	-9.5%	8.6%	-2.7%	0.0%
CC(C)(C)c1nnc(NC(=O)c2cccnc2Cl)s1	0.4%	-7.8%	-14.5%	8.9%	5.2%	inhibitors of VEEV 10K pilot screen=1.5
CCOc1ccc(N2C(=O)CC(NCCc3ccc(S(N)(=O)=O)cc3)C2=O)cc1 (centres undefined)	1.9%	0.1%	-20.2%	-3.0%	-4.0%
CCOC(=O)Nc1sc(NS(=O)(=O)c2ccc(C)cc2)nc1C	1.1%	3.7%	-0.6%	14.9%	5.2%
COC(=O)c1ccc(NC(=O)CSc2nnc(C3CC3)n2C)cc1	0.9%	8.6%	5.3%	3.3%	-1.6%
COc1ccc(/C(C)=N/NC(=O)CNC(=O)c2cccnc2)cc1	1.4%	0.1%	-13.3%	4.7%	4.8%
CCNC(=O)/C(=C/c1ccco1)NC(=O)/C=C/c1ccccc1	6.8%	-8.3%	9.1%	36.2%	10.3%
CC(CCc1ccccc1)NC(=O)C1CCCN(C(=O)c2cc3sccc3n2C)C1 (centres undefined)	i	1.1%	0.1%	11.8%	-5.0%
O=C1OC(NC(=O)c2ccccc2)C(N2CCOCC2)=C1Cl (centres undefined)	0.4%	-2.3%	0.6%	-6.1%	-11.7%
S=c1[nH]nc2ccccn12	1.6%	.	5.9%	.	.
COc1cc(C)nc(N(C)S(=O)(=O)c2ccccc2Cl)n1	i	-6.5%	0.9%	.	-9.6%
COc1ccc(NC(=O)CN(C)C(=O)c2cccc(S(=O)(=O)N3CCN(Cc4ccccc4)CC3)c2)cc1	3.6%	-11.7%	23.8%	20.3%	3.6%
COc1ccc(CN2CN=C(Nc3nc4ccccc4s3)NC2)cc1	4.3%	8.7%	0.1%	0.4%	-1.6%
CCOC(=O)CCc1ccc(NC(=O)/C=C/c2ccc([N+](=O)[O-])o2)cc1	8.1%	.	20.6%	.	.
COc1ccc(N2CCCn3c2nc2c3c(=O)n(Cc3ccccc3F)c(=O)n2C)c(OC)c1	9.2%	-0.9%	-5.5%	-0.1%	8.7%

Next section.
SMILES	inhibitors of VEEV	Salmonella PhoP GFP	influenza NS1A	tuberculosis growth	H37Rv inhibition	others
COc1ccc(S(=O)(=O)N(CC(=O)NC2CCCC2)c2ccccc2OC)cc1	6.6%	3.4%	-8.8%	-6.2%	-4.5%
Cc1cccc(N=C2NC(=O)/C(=C3/C(=O)N(C)c4ccccc43)S2)c1C	8.2%	-0.9%	0.8%	6.2%	7.7%
CCc1nc(-n2[nH]c(=O)c3ccccc3c2=O)c2c3c(sc2n1)CCCC3	0.4%	-15.5%	-14.8%	11.7%	5.5%
C[C@H](CO)N1C[C@H](C)[C@@H](CN(C)S(=O)(=O)c2ccccc2)Oc2ccc(NS(=O)(=O)c3cn(C)cn3)cc2C1=O	0.1%	.	-0.6%	1.9%	-1.6%
COc1cc(O)c(C(=O)O)c(CCc2ccccc2)c1	1.8%	.	6.9%	.	.
COc1cc(COc2ccc3c(C)c(CC(=O)O)c(=O)oc3c2C)cc(OC)c1OC	2.0%	6.5%	-7.1%	-0.1%	2.9%
COc1cccc(C(=O)OCCNC(=O)c2cccnc2)c1	0.2%	-29.2%	-5.8%	-12.2%	13.2%
O=C(Nc1sc2c(c1C(=O)NCc1cccnc1)CCCC2)c1ccco1	10.2%	-1.7%	2.6%	15.3%	-2.5%
CCc1ccc(CNc2ccc(O)cc2)cc1	5.3%	14.9%	20.2%	51.5%	10.6%
CCC(=O)NCCCNc1nc2c(C)cccc2cc1C#N	6.7%	-0.9%	-0.4%	35.0%	-1.6%
C=CCNc1nc(Cl)nc(NCc2ccco2)n1	2.0%	0.1%	-1.0%	9.0%	-6.3%
CC(NC(=O)CN(c1ccc(Br)cc1)S(C)(=O)=O)c1ccccc1 (centres undefined)	i	-0.2%	-1.4%	7.7%	-0.7%
CCNc1nc(Oc2ccc(C(=O)OC)cc2)nc(SC)n1	2.9%	-4.9%	-1.0%	21.8%	-3.0%
O=c1c2[nH]c3cccc(Cl)c3c2ncn1Cc1ccco1	0.8%	12.0%	-6.6%	6.7%	-0.9%
CCN(CC)S(=O)(=O)c1ccc(Oc2ccccc2)c(N)c1	i	-1.5%	1.1%	24.2%	37.8%
CCOC(=O)CNC(=O)CSc1nnc(-c2ccncc2)n1-c1ccc(Cl)cc1	i	5.8%	3.1%	-0.3%	-10.1%
CCOc1ccc(OCCC(=O)N(CCCOC)c2c(N)n(Cc3ccccc3)c(=O)[nH]c2=O)cc1	3.4%	3.9%	-2.8%	27.7%	-6.9%
O=C(NCC1CCCO1)c1ccc(C(=O)NCC2CCCO2)cc1 (centres undefined)	i	-15.0%	22.6%	0.5%	4.3%
CCOc1ccc(-n2ccnc2SCC(=O)Nc2nnc(CC)s2)cc1	i	3.5%	-22.4%	21.4%	-0.5%
Cc1nc2sccn2c(=O)c1S(=O)(=O)NCCc1ccccc1	4.9%	-1.9%	27.1%	-6.2%	2.5%	inhibitors of VEEV 10K pilot screen=0.2
O=C1OCCC1Sc1nnc(-c2ccc(F)cc2)n1Cc1ccccc1 (centres undefined)	i	0.0%	-12.5%	12.6%	-4.2%
COc1cc2c(cc1OC)C1=CC(=O)C(=O)N1C(C)(C)C2	1.2%	3.0%	9.8%	2.6%	4.0%
Cc1cccc(C(=O)NC2CCN(CC(=O)NCc3ccccc3F)CC2)c1	i	0.6%	3.9%	10.6%	-0.8%
Cn1c(=N)n(CC(=O)c2ccc(Br)s2)c2ccccc21	5.0%	-0.9%	17.7%	1.8%	0.2%
COc1ccc(NC2=C(C(C)=O)C(c3ccccc3)C(C(C)=O)C(C)(O)C2)cc1 (centres undefined)	1.9%	4.9%	-5.2%	18.8%	?

Sorted by number of heavy atoms (falling): part of the list above
SMILES	inhibitors of VEEV	Salmonella PhoP GFP	influenza NS1A	tuberculosis growth	H37Rv inhibition	others
CCc1nc(-n2[nH]c(=O)c3ccccc3c2=O)c2c3c(sc2n1)CCCC3	0.4%	-15.5%	-14.8%	11.7%	5.5%
O=C1OCCC1Sc1nnc(-c2ccc(F)cc2)n1Cc1ccccc1 (centres undefined)	i	0.0%	-12.5%	12.6%	-4.2%
CC(NC(=O)CN(c1ccc(Br)cc1)S(C)(=O)=O)c1ccccc1 (centres undefined)	i	-0.2%	-1.4%	7.7%	-0.7%

Looked up one by one from above, 2 records:
SMILES	inhibitors of VEEV	Salmonella PhoP GFP	influenza NS1A	tuberculosis growth	H37Rv inhibition	others
CC(NC(=O)CN(c1ccc(Br)cc1)S(C)(=O)=O)c1ccccc1 (centres undefined)	i	-0.2%	-1.4%	7.7%	-0.7%
COc1cc(COc2ccc3c(C)c(CC(=O)O)c(=O)oc3c2C)cc(OC)c1OC	2.0%	6.5%	-7.1%	-0.1%	2.9%

The results go on.
SMILES	inhibitors of VEEV	Salmonella PhoP GFP	influenza NS1A	tuberculosis growth	H37Rv inhibition	others
O=C1OC(c2ccccc2)C2(CCCC2)C(=O)C12CCCC2 (centres undefined)	0.9%	6.4%	-4.0%	4.2%	-12.3%
O=C(CN(C(=O)CNC(=O)c1ccco1)c1ccc2c(c1)OCCO2)NC1CCCC1	i	2.8%	4.1%	9.7%	3.0%
Cc1ccc2c(c1)C1CN(C)CCC1N2C(=O)Cc1cccs1 (centres undefined)	i	11.1%	-14.6%	-5.6%	0.2%
C=C(C1=CCN(S(=O)C(C)(C)C)[C@@H]1CCO)c1ccccc1 (some centres undefined)	i	.	17.4%	.	.
O=C(N/C(=C/c1ccccc1Cl)C(=O)N1CCOCC1)c1ccccc1	i	.	-5.9%	2.2%	0.3%
C=CCn1c(SCC(=O)N(C)C2CCCCC2)nnc1C1CC1	1.6%	.	-9.5%	2.2%	-8.6%
CCCCn1c(=O)[nH]c(=O)c2c1nc(-c1ccc(-c3ccccc3)cc1)n2C	1.8%	5.7%	3.2%	2.4%	2.4%
COc1ccc(S(=O)(=O)NCc2ccco2)cc1NC(=O)c1ccccc1	i	-6.4%	9.4%	12.0%	3.9%
Cn1nc(C(=O)Nc2sc3c(c2C#N)CCCC3)ccc1=O	0.8%	-4.2%	-16.6%	-3.8%	-2.8%
CCCCCCNc1nc(Cl)nc(NC(C)(C)CO)n1	i	-2.9%	-7.7%	1.8%	7.3%
CCOC(=O)c1cccc(NC(=O)CSc2nnc(-c3cccnc3)n2C)c1	3.7%	-9.1%	12.8%	11.7%	-0.8%
CCN1CCN(CC(=O)c2c(C)n(Cc3ccccc3)c3ccc(OC)cc23)CC1	3.0%	-0.9%	5.3%	52.5%	9.5%
CCS(=O)c1ccccc1C(=O)O (centres undefined)	0.2%	7.4%	1.3%	70.5%	-1.5%
CC(C)(O)CCc1c(-c2ccc(O)cc2O)oc2c3c(cc(O)c2c1=O)OC(C)(C)C=C3	5.7%	10.1%	-3.5%	17.7%	5.8%
Cc1nc(C)c(C(=O)OCC(=O)NCCc2ccc(S(N)(=O)=O)cc2)s1	0.4%	.	-5.8%	-24.2%	-9.2%
CCCNC(=O)CC1Sc2ccccc2NC1=O (centres undefined)	1.6%	-17.0%	1.5%	5.9%	-6.0%
C=C(C)C1CC=C(C)/C(=N/NC(=O)c2ccccc2[N+](=O)[O-])C1 (centres undefined)	1.1%	4.1%	3.8%	-1.9%	-5.9%
CSc1nc(-c2ccco2)cc(-c2ccccc2)c1C#N	0.4%	-6.7%	-14.4%	-0.2%	-0.9%
CCn1cc(CN2CCC(C(=O)Nc3cccc(-c4cccc(Cl)c4)c3)CC2)cn1	0.1%	5.0%	3.1%	47.1%	13.6%
COCCNC(=O)c1onc(CSc2nc3ccccc3[nH]2)c1C(=O)NCCOC	0.1%	-4.7%	-2.4%	-4.5%	-1.1%	inhibitors of VEEV 10K pilot screen=1.0
CC1CCN(C(=O)COC(=O)c2ccc(F)c(S(=O)(=O)N3CCOCC3)c2)CC1	2.4%	-12.0%	-1.9%	-10.0%	-0.9%
Cc1cc(Cl)ccc1NC(=S)NCc1ccc(S(N)(=O)=O)cc1	0.9%	-7.2%	-5.2%	26.4%	-0.2%
O=c1[nH]c(C2CCCN(S(=O)(=O)c3cccc(F)c3)C2)nc2c1nnn2Cc1ccccc1 (centres undefined)	7.7%	-8.8%	6.8%	-1.5%	-1.8%
CCc1nnc(NC(=O)CSc2nnc(COc3ccc(C)cc3)n2-c2ccccc2)s1	0.1%	19.1%	1.2%	9.3%	-5.5%
O=C(Nc1ccc(OCC(F)(F)C(F)F)c(C(F)(F)F)c1)c1ccccc1O	?	-0.1%	5.7%	76.1%	40.1%
CN(C(=O)COC(=O)c1cc(S(=O)(=O)N2CCOCC2)ccc1Cl)C1CCS(=O)(=O)C1 (centres undefined)	1.0%	-1.9%	-12.8%	-2.7%	3.5%
COC(CN(C)C(=O)c1cn(C)c2ccc(S(=O)(=O)N(C)C3CCCCC3)cc2c1=O)OC	1.0%	4.1%	2.5%	-2.5%	2.9%
CCC(C)Sc1nc2c(cnn2-c2ccc(F)cc2)c(=O)[nH]1 (centres undefined)	1.2%	-10.8%	-10.4%	-14.1%	2.7%
O=C(N[C@@H](c1ccccc1)[C@H](O)c1ccccc1)[C@@H]1CCCN1C(=O)OCc1ccccc1	0.1%	-3.8%	9.8%	-28.1%	4.1%
